# Assay outcomes (PubChem BioAssay)
# Cav3 T inh – inhibitors of human Cav3.2 T-type calcium channel; O95180; Cav3.2-expressing cells, Fluo-4 calcium fluorescence FDSS; hits give low values; B-score at 10 µM; 100,000 tested, 4% active;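 active means single-dose well whose peak fluorescence ratio is a statistical outlier from its plate by either plate-standardised score or position-corrected B-score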
# Target sequence (O95180 whole entry, looked up): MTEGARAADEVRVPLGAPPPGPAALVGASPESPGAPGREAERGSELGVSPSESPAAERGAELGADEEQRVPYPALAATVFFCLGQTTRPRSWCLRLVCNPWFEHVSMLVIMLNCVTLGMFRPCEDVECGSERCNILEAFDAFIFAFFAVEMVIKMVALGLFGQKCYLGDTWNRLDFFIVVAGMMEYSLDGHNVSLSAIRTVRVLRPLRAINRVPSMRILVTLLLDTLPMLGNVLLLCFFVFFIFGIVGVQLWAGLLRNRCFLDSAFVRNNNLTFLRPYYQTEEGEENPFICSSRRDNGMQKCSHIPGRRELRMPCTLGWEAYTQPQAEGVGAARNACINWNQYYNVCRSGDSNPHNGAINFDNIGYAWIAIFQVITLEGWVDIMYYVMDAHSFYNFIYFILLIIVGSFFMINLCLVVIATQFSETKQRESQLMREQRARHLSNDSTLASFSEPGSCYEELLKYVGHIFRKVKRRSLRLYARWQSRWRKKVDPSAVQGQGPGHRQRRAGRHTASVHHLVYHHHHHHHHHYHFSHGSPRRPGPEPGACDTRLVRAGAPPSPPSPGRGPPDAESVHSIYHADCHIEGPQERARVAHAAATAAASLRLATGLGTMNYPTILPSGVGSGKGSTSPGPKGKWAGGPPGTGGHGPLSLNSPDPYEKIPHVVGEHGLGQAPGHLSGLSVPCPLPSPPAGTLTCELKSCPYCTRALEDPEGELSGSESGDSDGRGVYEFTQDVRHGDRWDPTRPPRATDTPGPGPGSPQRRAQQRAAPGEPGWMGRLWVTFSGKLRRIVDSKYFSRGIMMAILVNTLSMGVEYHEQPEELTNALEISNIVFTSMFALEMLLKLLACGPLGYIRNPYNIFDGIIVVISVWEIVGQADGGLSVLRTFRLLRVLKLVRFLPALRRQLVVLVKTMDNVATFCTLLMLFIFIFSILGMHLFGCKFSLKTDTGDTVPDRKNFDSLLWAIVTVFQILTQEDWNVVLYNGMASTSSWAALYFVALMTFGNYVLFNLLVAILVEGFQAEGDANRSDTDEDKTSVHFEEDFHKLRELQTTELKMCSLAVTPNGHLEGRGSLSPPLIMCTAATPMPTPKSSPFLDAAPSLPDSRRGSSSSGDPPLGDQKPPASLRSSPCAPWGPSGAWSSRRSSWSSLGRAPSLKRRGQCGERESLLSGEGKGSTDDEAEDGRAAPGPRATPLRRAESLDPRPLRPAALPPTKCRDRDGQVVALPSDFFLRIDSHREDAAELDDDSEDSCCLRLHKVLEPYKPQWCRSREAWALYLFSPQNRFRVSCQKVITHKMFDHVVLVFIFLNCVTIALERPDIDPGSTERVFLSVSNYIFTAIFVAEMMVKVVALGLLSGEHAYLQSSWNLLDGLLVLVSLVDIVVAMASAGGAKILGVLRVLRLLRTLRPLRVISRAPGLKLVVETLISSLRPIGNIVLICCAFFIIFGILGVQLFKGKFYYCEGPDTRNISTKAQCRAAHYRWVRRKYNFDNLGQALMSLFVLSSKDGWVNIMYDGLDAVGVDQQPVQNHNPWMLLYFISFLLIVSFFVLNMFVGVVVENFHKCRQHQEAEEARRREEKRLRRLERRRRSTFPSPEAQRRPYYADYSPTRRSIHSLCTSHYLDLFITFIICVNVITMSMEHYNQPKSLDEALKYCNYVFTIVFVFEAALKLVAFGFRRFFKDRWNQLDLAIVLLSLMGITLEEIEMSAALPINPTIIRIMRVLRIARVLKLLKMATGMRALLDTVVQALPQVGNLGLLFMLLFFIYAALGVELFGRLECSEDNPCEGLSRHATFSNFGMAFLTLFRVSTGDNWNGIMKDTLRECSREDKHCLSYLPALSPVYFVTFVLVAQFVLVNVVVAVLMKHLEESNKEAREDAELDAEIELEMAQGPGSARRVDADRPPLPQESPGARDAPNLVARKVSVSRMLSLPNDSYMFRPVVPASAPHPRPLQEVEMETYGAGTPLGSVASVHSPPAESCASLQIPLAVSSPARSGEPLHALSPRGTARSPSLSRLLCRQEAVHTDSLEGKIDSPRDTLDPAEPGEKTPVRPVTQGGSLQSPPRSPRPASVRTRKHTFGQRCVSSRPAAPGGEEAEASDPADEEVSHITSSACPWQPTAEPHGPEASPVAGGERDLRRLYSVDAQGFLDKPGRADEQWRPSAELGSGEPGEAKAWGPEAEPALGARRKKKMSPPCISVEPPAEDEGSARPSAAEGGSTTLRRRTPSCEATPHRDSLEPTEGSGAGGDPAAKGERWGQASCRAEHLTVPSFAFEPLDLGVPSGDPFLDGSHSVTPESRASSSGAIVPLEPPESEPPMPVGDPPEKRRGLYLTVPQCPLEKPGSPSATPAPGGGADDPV
# * hit, by the source's call.
SMILES,Cav3 T inh
CCOc1cc(NS(=O)(=O)c2ccc(Cl)cc2)c(OCC)cc1NC(=O)CC(C)C,-0.82
COC(=O)CSc1nnc(C)n1-c1cccc(OC)c1,0.72
COC(=O)CN1C(c2ccccc2)=Nc2ccc(Cl)cc2C1c1ccccc1 (stereo not given),-6.7*
Cc1cc2c(s1)c1cnn(CC(=O)NCCc3ccccc3)c(=O)c1n2C,-0.12
CC(C)C(=O)NC(c1ccco1)c1ccc2cccnc2c1O (stereo not given),0.33
O=C(CN1C(=O)c2ccccc2S1(=O)=O)Nc1ccc(S(=O)(=O)N2CCCC2)cc1,0.021
CCO[C@H]1OC(C(=O)N2CCN(Cc3ccccc3)CC2)=C[C@@H](c2cn(C(C)=O)c3ccccc23)[C@@H]1CCCO,-1.2
CCOC(=O)Cn1c(=NC(=O)CSC(C)=O)sc2cc(OC)ccc21,-10*
O=S(=O)(Nc1ncn[nH]1)c1ccc2ccccc2c1,0.83
CCOC(=O)c1c(NC(=O)CN2CCN(c3ccc(Cl)cc3)CC2)sc(C)c1C,-0.52
CC(C)(C)NS(=O)(=O)c1cccc2nsnc12,0.049
Cc1cc(C)c(NC2=NCC(=O)N2C2CCCCC2)c(C)c1,-1.2

# Six of these compounds, reformatted.
mol	Cav3 T inh
COC(=O)CSc1nnc(C)n1-c1cccc(OC)c1	0.72
COC(=O)CN1C(c2ccccc2)=Nc2ccc(Cl)cc2C1c1ccccc1 (stereo not given)	-6.7*
Cc1cc2c(s1)c1cnn(CC(=O)NCCc3ccccc3)c(=O)c1n2C	-0.12
CC(C)C(=O)NC(c1ccco1)c1ccc2cccnc2c1O (stereo not given)	0.33
O=C(CN1C(=O)c2ccccc2S1(=O)=O)Nc1ccc(S(=O)(=O)N2CCCC2)cc1	0.021
CCO[C@H]1OC(C(=O)N2CCN(Cc3ccccc3)CC2)=C[C@@H](c2cn(C(C)=O)c3ccccc23)[C@@H]1CCCO	-1.2

# Additional results follow:
SMILES,Cav3 T inh
CN(C(=O)c1ccncc1)c1nnc(-c2ccccn2)s1,1
CCc1ccccc1NC(=O)CSc1nnc(-c2ccco2)n1N,0.057
CCc1ccc(N2CCN(C(=O)c3ccc(OC)c(OC)c3)CC2)cc1,0.47
COC(=O)Nc1sc2c(c1C(=O)NC1CC1)CCCCCC2,-0.091
Fc1ccccc1Cn1nnc(-c2ccc3c(c2)OCO3)n1,-1.7
CC(=O)N1CCc2cc(S(=O)(=O)NCCC(=O)Nc3ccc4c(c3)OCCO4)ccc21,0.2
O=C(O)CNC(=O)C1COc2ccccc2O1 (stereo not given),-0.22
O=C(Nc1nnc(CC(=O)N2CCOCC2)s1)C1COc2ccccc2O1 (stereo not given),0.0066
O=C(Oc1ccccc1)c1cccc2cccnc12,0.035
CS(=O)(=O)N1CCN(c2ccccc2NC(=O)c2cccc3ccccc23)CC1,-2.4
CC1CCCCC1NC(=O)COn1nnc2ccc(Cl)cc21 (stereo not given),-0.0035
Cc1occc1C(=O)NCc1ccc(C(=O)O)o1,1.4
CNC(=O)c1sccc1SCc1ccc(Cl)cc1Cl,-2.4
Nc1nc(-c2cccs2)c(NC(=O)c2ccccc2)s1,1.2
O=C(Oc1ccc(-c2nc(-c3ccccn3)no2)cc1)c1ccccc1,-1.6
COc1ccccc1NC(=O)CSc1nc2n[nH]c(C)c2c(=N)n1-c1ccccc1Cl,-3
CC(=O)N1CCCc2cc(S(=O)(=O)NC(C(=O)NC(C)c3ccccc3)C(C)C)ccc21 (stereo not given),0.85
CCC(C)N1C(=O)C2C(C(=O)Nc3cccc(OC)c3)C3C=CC2(O3)C1C(=O)NC1CCCCC1C (stereo not given),-0.057
O=C(NCCCN1CCN(c2ccccc2)CC1)Nc1ccccc1C(F)(F)F,-0.25
Cc1ccc(S(=O)(=O)/C(C#N)=C/c2c(N3CC(C)OC(C)C3)nc3c(C)cccn3c2=O)cc1 (stereo not given),-2.7
Fc1ccc(CNc2cnccn2)cc1,0.27
COc1ccc(-n2cnc3cc(NCc4ccccn4)ccc32)cc1,0.56
Cc1ccc2cc(C#N)c(N3CCCN(C(=O)C4CCCO4)CC3)nc2c1 (stereo not given),-0.13
Cn1c(=O)n(C)c(=O)n(CC(=O)N2CCCCC2)c1=O,0.47

# Structures above that have a cyano group, in the order listed:
SMILES,Cav3 T inh
Cc1ccc(S(=O)(=O)/C(C#N)=C/c2c(N3CC(C)OC(C)C3)nc3c(C)cccn3c2=O)cc1 (stereo not given),-2.7
Cc1ccc2cc(C#N)c(N3CCCN(C(=O)C4CCCO4)CC3)nc2c1 (stereo not given),-0.13

# Other results.
SMILES,Cav3 T inh
COCCn1c(SCC(=O)N2CCCC2)nnc1C(C)C,0.021
Cc1nc(SCC(=O)Nc2c(C)n(C)n(-c3ccccc3)c2=O)[nH]c(=O)c1C,-0.45
CC(=O)c1cc(F)c(N2CCCCCC2)cc1C,0.13
CCOc1ccccc1N1CCN(S(=O)(=O)CC)CC1,-0.58
Cc1c(NC(=O)CSc2nnc3sc4ccccc4n23)c(=O)n(-c2ccccc2)n1C,-2.2
CCCn1c(=O)c2ccccc2n2c(SCC(=O)c3ccccc3)nnc12,-1.1
COc1cc(C2Nc3ccc4ncccc4c3C3=C2C(=O)CCC3)ccc1O (stereo not given),1.1
O=C1CC(c2ccccc2)CC(O)=C1C=NCCCO (stereo not given),0.69
N#CC(C#N)=C1CCc2ccccc2N1,1.1
c1ccc(-c2nnc3sc(-c4csc5c4CCCC5)nn23)cc1,-1.1
O=S(=O)(c1ccc(N2CCOCC2)cc1)N1CCOCC1,0.61
COc1cccc2cc(C(=O)N3CCN(C45CC6CC(CC(C6)C4)C5)CC3)c(=O)oc12,-1.4
CCc1nn(CC(=O)O)c(=O)c2ccccc12,0.00072
OC1CCN(c2ncnc3c2nnn3Cc2c(F)cccc2Cl)CC1,0.18
Clc1cccc(-c2nnc(SC/C=C/c3ccccc3)n2Cc2ccco2)c1,0.3
COc1ccccc1-c1nnc2sc(C3CCCCC3)nn12,-3
O=C(NCc1ccccc1)C1=C[C@H](c2csc3ccccc23)C[C@H](OCc2ccc(CO)cc2)O1,-2.6
CCOC(=O)N1CCC(NC(=O)c2cnn3c(C(F)(F)F)cc(-c4cccc(OC)c4)nc23)CC1,-1.6
CC(NC(=O)c1ccco1)C(c1cccs1)N1CCN(c2ccccc2)CC1 (stereo not given),-1.9
O=C(COC(=O)c1ccccc1C(=O)N1CCN(c2ccccc2)CC1)Nc1ccc(F)cc1,-1.8
CN(CCOc1ccccc1)c1ccc(S(=O)(=O)N2CCCCC2)cn1,-7.6*
C[C@@H](C(=O)Nc1nc(-c2ccccn2)cs1)N1C(=O)C2CCCCC2C1=O (stereo not given in full),0.83
CC(=O)Nc1ccc(S(=O)(=O)N(C)c2ccccc2)cc1,0.0011
CCN(CC)CCn1c(NCc2ccc(OC)cc2)nc2ccccc21,0.079

# Structures listed so far marked active in Cav3 T inh:
SMILES,Cav3 T inh
COC(=O)CN1C(c2ccccc2)=Nc2ccc(Cl)cc2C1c1ccccc1 (stereo not given),-6.7*
CCOC(=O)Cn1c(=NC(=O)CSC(C)=O)sc2cc(OC)ccc21,-10*
CN(CCOc1ccccc1)c1ccc(S(=O)(=O)N2CCCCC2)cn1,-7.6*

# Next part
SMILES,Cav3 T inh
O=C(NCCN1CCOCC1)c1cc(-c2ccc(F)cc2)on1,0.037
Cc1ccc(Cl)cc1N1CCN(C(=O)C2(S(=O)(=O)c3ccc(Cl)cc3)CC2)CC1,-6.1*
CCOC(=O)C1=C(N)OC2=C(C(=O)CC(C)(C)C2)C1C1CCCCC1 (stereo not given),-9*
CCn1cc(C(=O)NCCCN2CCC(C)CC2)c(=O)c2cc(S(=O)(=O)N3CCCC3)ccc21,0.67
COc1ccccc1NC(=O)C1=C(C)Nc2nc(-c3ccc(N(C)C)cc3)nn2C1c1ccncc1 (stereo not given),-0.44
O=C1C2CC=C(Cl)CC2C(=O)N1CCC[n+]1ccccc1 (stereo not given),-2.3
Cc1ccc(C)c(S(=O)(=O)N2CCN(CC(=O)NC(=O)NCc3ccccc3)CC2)c1,-4
COc1cc(C2NC(=O)NC(O)(C(F)(F)F)C2C(=O)c2cccs2)ccc1O (stereo not given),0.8
CCc1c(C(=O)NNC(=S)NCCc2ccccc2)csc1C,-2.8
CC1(C)CC(=O)c2sc(NC(=O)Cc3cccs3)nc2C1,0.36
Cc1ccc(/C=C/C2=NN(Cc3ccc(Cl)c(Cl)c3)C(=O)CC2)cc1,-0.86
O=C(NCCNC(=O)c1ccc(Br)o1)c1ccc(Br)o1,0.098
COC(=O)c1oc2ccc(Br)cc2c1NC(C)=O,0.79
O=C(/C=C/NNC(=O)c1cccc(Br)c1)c1ccccc1,-0.63
O=C1Nc2ccccc2/C1=N\N=C\C1=C(N2CCOCC2)C(=C\c2ccccc2)/CC1,-1.2
O=C(NCc1ccco1)c1cnn2c(C(F)(F)F)cc(-c3ccccc3)nc12,-1.5
CC(C)C[C@@H](CO)NC(=O)CC[C@H](NC(=O)OC(C)(C)C)C(=O)N(Cc1ccccc1)Cc1ccccc1,-0.88
CC(C)(C)OC(=O)N1CCCC1C(=O)N1CCCC1C(=O)N1CCCC1C(=O)O (stereo not given),0.32
COCCn1c(CNc2ccc(F)cc2)nnc1SCC(=O)Nc1ccc(OC)cc1OC,0.84
O=C(NCCc1ccccc1)c1ccc(=O)[nH]c1,-0.15
Cc1ccc(C2C(C#N)=C(N)Oc3c2c(=O)n(C)c(=O)n3C)cc1 (stereo not given),0.36
CCCNC(=O)N[C@@H](Cc1ccccc1)C(=O)OC,0.58
Cc1ccc(C(=O)NCCNS(=O)(=O)c2ccccc2)cc1,0.97
O=C1c2ccccc2C(Nc2cccnc2)N1Cc1ccc2c(c1)OCO2 (stereo not given),1.1

# 2 records picked at random from the list so far:
SMILES,Cav3 T inh
Cc1ccc(C(=O)NCCNS(=O)(=O)c2ccccc2)cc1,0.97
CC(C)(C)OC(=O)N1CCCC1C(=O)N1CCCC1C(=O)N1CCCC1C(=O)O (stereo not given),0.32

# Later entries.
SMILES,Cav3 T inh
O=C(c1ccco1)N1CCN(c2ncnc3scc(-c4cccs4)c23)CC1,-3.1
COc1ccc(OCCSc2nnc3sc4ccccc4n23)cc1,-0.27
CCOC(=O)Cc1[nH]nc2c1C(C1C=CCCC1)C(C#N)=C(N)O2 (stereo not given),2.6
O=C(c1ccccc1)c1c[nH]cc1-c1ccccc1,0.89
O=C(Nc1nccs1)c1ccc(S(=O)(=O)N2CCCCC2)cc1,-0.2
O=C(c1cn(-c2ccccc2)nc1-c1ccncc1)N1CCCCC1,1
O=C(c1coc(=O)c2ccccc12)N1CCN(Cc2ccccc2)CC1,0.0029
CSC1=NCCN1C(=O)c1c(F)cccc1Cl,0.53
Cc1cnc(C(=O)Nc2ccc(N3CCN(C(=O)OC(C)(C)C)CC3)cc2)cn1,0.3
O=C(C1CC1c1ccccc1)N1CCN(c2cccc(Cl)c2)CC1 (stereo not given),-3.2
Cc1cccc(N2CCN(CC(=O)Nc3ccccc3[N+](=O)[O-])CC2)c1C,-0.058
CCOC(=O)Cn1c(=N)n(CCOc2cccc(C)c2)c2ccccc21,-0.97
COc1ccc(N2CCN(CC(O)COc3ccc4c(c3)CCC4)CC2)cc1 (stereo not given),-3.2
CCCOc1ccc(C(=O)c2nc3c(n2O)CCCCC3)cc1,0.12
O=C(CSc1nnc(COc2cccc3cccnc23)o1)N1CCN(C(=O)c2ccco2)CC1,0.014
COc1ccc(-c2nc(NC(=O)CSc3nnc(C)s3)ns2)cc1,1.2
O=C1CC(c2cccc(F)c2)C2=C(CCCC2=O)N1 (stereo not given),-0.12
O=C(Nc1c(F)c(F)c(F)c(F)c1F)NC1CCCCC1,0.85
COc1ccc(/C=N/n2c(=S)n(C)c3ccccc32)cc1OC,-0.25
Cc1cccc2nc(CSc3nnnn3-c3ccccc3)cn12,0.42
O=C(NCCN1CCOCC1)N1CCOCC1,0.12
CCN(CC)S(=O)(=O)c1ccc(OC)nc1,0.13
CC1(C)Cc2c(C#N)c(N3CCCC3)nc(-c3ccco3)c2CO1,-1.7
O=C(c1ccc(Cl)cc1)c1nnc(-c2ccncc2)o1,-0.21
CC(C)n1c(O)c(/C=C2\C=Nc3ccccc32)sc1=Nc1ccccc1,-0.73
C=CCn1c(SCC(=O)O)nnc1-c1ccccc1,0.11
COc1ccc(C2c3c(oc4ccccc4c3=O)C(=O)N2Cc2ccncc2)cc1 (stereo not given),0.8
Cc1csc(SCc2nc3sc4c(c3c(=O)[nH]2)CCC4)n1,-0.084
O=C(O)CCc1ccc(-c2ccccc2)n1CC1CCCO1 (stereo not given),1.3
CC(C)CC(NC(=O)OC(C)(C)C)c1cn([C@@H](CCC(=O)OC(C)(C)C)C(=O)N2CCN(C(=O)OC(C)(C)C)CC2)nn1 (stereo not given in full),-2.6
Cc1c(Cl)ccc2c1NC(=O)C21NC(CCC(N)=O)[C@H]2C(=O)N(c3ccc(Cl)cc3)C(=O)[C@H]21 (stereo not given in full),0.075
COc1ccc(OC)c(C2NC(=O)NC(C)=C2C(=O)Nc2ccc(C)cc2C)c1 (stereo not given),0.8
O=C(c1ccc2ncsc2c1)N1CCN(c2ccc(O)cc2)CC1,0.72
CNC(=O)C(=O)NCCc1ccc(Cl)cc1,-0.33
CCNC(=O)CC1C(=O)N(c2ccccc2)C(=O)N1CCc1ccc(OC)c(OC)c1 (stereo not given),0.054
c1nc(N2CCCCC2)c2[nH]cnc2n1,0.53
CC1Cc2ccccc2N1C(=O)COC(=O)c1cccnc1Cl (stereo not given),1.2
Cc1ccsc1C1CC(=O)NC2=C1C(=O)CC(C)(C)C2 (stereo not given),0.59
CCOC(=O)C1=C(C)NC2=C(C(=O)C(C(=O)OCC)C(c3cccc(OC)c3)C2)C1c1ccccn1 (stereo not given),-1.1
Clc1ccc(CN(CC2CCCO2)C(c2cccs2)c2nnnn2C2CCCC2)cc1 (stereo not given),-8.1*
COC(=O)c1ccccc1NC(=O)CSc1n[nH]c(CC(C)C)n1,-0.079
O=C(NCCN1CCOCC1)c1cc2n(n1)C(C(F)(F)F)CC(c1ccc(F)cc1)N2 (stereo not given),0.82
Cc1ccc(S(=O)(=O)Cc2ccc(C(=O)N3CCN(c4ccc(F)cc4)CC3)o2)cc1,-1.8
Cc1ccc(NC(=O)Cn2cnc3c(cnn3C(C)(C)C)c2=O)cc1,-3.5
Cc1c(NC(=O)c2ccccc2N(C)S(=O)(=O)c2ccccc2)c(=O)n(-c2ccccc2)n1C,-0.25
O=C(NC1CCCC1)C(c1cccs1)N(C(=O)c1ccco1)c1ccc2c(c1)OCO2 (stereo not given),0.23
COC(=O)c1ccc(C)c(NC(=O)Cc2coc3cc(OC)ccc23)c1,-0.077

# Not all compounds are listed; count on the stated rates, not on these rows.
